NOD1 inhibition = inhibition of NOD1-driven NF-kB reporter – cell-based, luminescence, uHTS, primary screen (AID 1578); NOD1-driven NF-kB luciferase reporter cells, luminescence; higher % means a stronger effect; inhibition, % at 4 µM; hits with a dose series show EC50 in µM; 290,000 tested, 1% active; in the data active means inhibition mostly above about 36%, no sharp cut-off; inactive means mostly below about 34%;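 further: HEK-293T reporter cells stimulated with the NOD1 agonist gamma-tri-DAP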
Dynein cargo inh = dynein cargo transport inhibition. z-score, hits read low. 220,000 tested, 0.47% active. 3617.4 mouse cells, GR-EGFP nuclear translocation imaging; test concentration mostly 20 µM; stimulated with dexamethasone, 1 µM; active compounds read low;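 active means plate z-score of nuclear minus cytoplasmic receptor signal below a set negative limit, without overly bright fluorescence or cell loss, cut at about -3.5 in these data, passing the limit was not always enough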;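 further: z-score of nuclear minus cytoplasmic ring GR-EGFP intensity difference per well; some compounds called inactive have numbers as strong as hits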
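Buffer or medium: tet-free, stripped-serum medium; reagent: dexamethasone at 1.0 µM final, 30 min; incubation: 48 h induction, 1 h compound, 30 min dex at 37 °C; measured by: formaldehyde fixation, Hoechst nuclear stain, 10x automated fluorescence imaging; read-out: nuclear-to-cytoplasmic GR-EGFP distribution per well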
MT stabilizer = microtubule stabilizers in HeLa cells; HeLa tubulin immunostaining HCS, 24 h; share of cells brighter than vehicle mean+2SD; % tubulin-high responders, % at 10 µM; 200,000 tested, 0.83% active;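 active means plate Z-score above 3 for both tubulin-high and condensed-nucleus cell shares, with cell loss under 80%, at 10 µM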;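 further: anti alpha tubulin signal scored within the nucleus-defined area of each cell; some results filed as inactive read as strong as hits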
Autophagy HCS = autophagy modulation, high-content screen | MEF GFP-LC3 puncta imaging; test concentration mostly 10 µM | calls only at 10 µM (by protocol) | 190,000 tested, 0.98% active | AID 463193;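 active means percentage of spot-positive cells more than 3 SD above its plate mean, without a fluorescence outlier flag or 80% toxicity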;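 further: spot-positive cell cutoff set from DMSO-treated cells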
HEK293 NOD2/NF-kB = NOD2 signaling inhibitors, cell-based, luminescence, uHTS, HEK293 (AID 1566); inhibition, % at 4 µM; hits with a dose series show EC50 in µM; 290,000 tested, 0.63% active; HEK293 NOD2/NF-kB luciferase reporter, luminescence; higher % means a stronger effect; in the data active means inhibition above about 50%; further: many of its hits are not listed in these tables
M17LAP inhibition = P. falciparum M17LAP inhibitors, primary screen, biochemical, fluorogenic H-Leu-NHMec substrate, 1536-well (AID 1619) | recombinant M17LAP, H-Leu-NHMec fluorogenic kinetic assay; higher % means a stronger effect | one-dose inhibition, % at 30 µM; IC50 in µM for titrated hits | 220,000 tested, 0.38% active;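 active means compound inhibiting the enzyme by more than half at any dose during confirmatory dose-response retesting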;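 further: plate controls were full reaction with DMSO carrier for no effect and no enzyme background for full effect; strong numbers were not always called active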
Ins promoter up = MIN6 insulin promoter up-regulation. MIN6 insulin promoter-GFP reporter, high-content imaging; active compounds read high. z-score at 5 µM. 190,000 tested, 0.3% active. AID 1625;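 active means z-score above 3 at 5 µM with at least 500 cells counted in the well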
Yfh1-off respiration = mitochondrial function rescue without frataxin homolog – Friedreich's ataxia, plus single-dose screen, dose response (AID 1465); S. cerevisiae Yfh1-off respiration, WST-1 reduction, 72 h; higher fold induction means a stronger effect; fold induction at 50 µM, or EC50 in µM where a hit was titrated; 220,000 tested, 0.074% active;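 active means fold induction of absorbance versus untreated yeast above a set limit, then at least 30% activation at any dose in follow-up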;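 further: activators that raise dye reduction in frataxin-depleted yeast; strong numbers were not always called active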
b-catenin transl = alters nuclear translocation of beta-catenin in HeLa cells. immunofluorescence imaging. nuclear translocation activity, % at 5 µM. 190,000 tested, 0.3% active. AID 1665;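 active means nuclear translocation activity above 50% at 5 µM, with a well cell count of 50 or more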;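 further: per-cell ratio of nuclear to cytoplasmic median beta-catenin stain intensity; plate controls were DMSO negative control for no effect and GSK-3 inhibitor IX positive control for full effect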
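System: Human HeLa cells, endogenous beta-catenin | Compound dosing: 5 µM primary, 0.02–20 µM confirmation | Timing: 24 h compound exposure at 37°C, 5% CO2 | Measured by: Fluorescence imaging of beta-catenin antibody stain plus DAPI | Read-out basis: % activation of per-cell nuclear versus cytoplasmic median beta-catenin signal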
Dynein cargo inh cytoplasmic EGFP = further read-out of Dynein cargo inh, marked with its call; z-score; measured here: cytoplasmic GR-EGFP intensity; active compounds read high
Dynein cargo inh nuclear GR-EGFP = also measured in Dynein cargo inh; calls as there; z-score; measured here: nuclear GR-EGFP intensity;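 lower value marks the stronger effect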
Dynein cargo inh cell count = second read-out of Dynein cargo inh, no call of its own (marks repeat the call); z-score; measured here: cell count per field
Ins promoter up cell count = further read-out of Ins promoter up, marked with its call; cell count; measured here: cytotoxicity, nuclei count;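 total cells summed across four imaged fields per well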
b-catenin transl cell count 5 µM = also measured in b-catenin transl; calls as there; cell count; measured here: cell count, cytotoxicity flag
MT stabilizer Hoechst-high % = recorded beside MT stabilizer, whose call it bears; % Hoechst-high responders; measured here: nuclear condensation Hoechst responders;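 share of cells brighter than vehicle mean plus two SD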
MT stabilizer cytotoxicity % = recorded beside MT stabilizer, whose call it bears; toxicity, %; measured here: cytotoxicity by cell density;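 0% = mean cell density of plate MIN control wells and 100% = no cells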
Autophagy HCS cell loss 18 h = second read-out of Autophagy HCS, no call of its own (marks repeat the call); toxicity, %; measured here: cell loss, nuclei count;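 cell loss after 18 h compound exposure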
The depositor's hits bear a star; i = inactive; . = not tested or not shown.

Sequence of screens: NOD1 inhibition | Dynein cargo inh | Dynein cargo inh cytoplasmic EGFP | Dynein cargo inh nuclear GR-EGFP | Dynein cargo inh cell count | MT stabilizer | MT stabilizer Hoechst-high % | MT stabilizer cytotoxicity % | Autophagy HCS | Autophagy HCS cell loss 18 h | HEK293 NOD2/NF-kB | M17LAP inhibition | Ins promoter up | Ins promoter up cell count | Yfh1-off respiration | b-catenin transl | b-catenin transl cell count 5 µM
[1] COc1ccc(C(=O)N2c3cc4c(cc3C(C)=CC2(C)C)OCO4)cc1
  41% | -0.21 | -0.22 | -0.032 | -0.33 | 1.2 | 2.3 | 5.7 | i | -3 | -11% | 2% | 1.1 | 1238 | i | 1.7 | 939
[2] CCOC(=O)c1ccc(-n2c(-c3ccco3)nc3ccccc3c2=O)cc1
  19% | . | . | . | . | . | . | . | . | . | -2% | . | 0.67 | 1182 | i | -0.5 | 835
[3] CCn1cc(C(=O)NCc2ccco2)c(=O)c2cc(S(=O)(=O)N3CCc4ccccc4C3)ccc21
  30% | -0.071 | -0.16 | 0.12 | -0.26 | 1.7 | 1.5 | 1.5 | i | -5 | -34% | -5% | -0.4 | 1233 | i | -3.2 | 935
[4] CC(=O)Nc1ccc(S(=O)(=O)NCCc2ccccc2)cc1
  0% | -0.38 | -0.25 | -0.23 | 1.3 | 4.2 | 2.2 | 2.6 | i | -4 | 12% | 4% | 0.03 | 1161 | i | -1.3 | 961
[5] Cc1cc(C)c(C(=O)Nc2ccc(S(=O)(=O)Nc3onc(C)c3C)cc2)c(C)c1
  6% | -0.2 | -0.22 | 0.16 | -0.06 | 1.2 | 3.3 | 6.1 | . | . | 12% | -11% | -1.2 | 1959 | i | 2.8 | 1042
[6] CN(Cc1ccccc1)S(=O)(=O)c1ccc2c(c1)OCCO2
  -8% | -0.46 | -0.21 | 0.085 | 0.24 | 3.0 | 2.6 | 5.9 | i | 4 | 10% | 1% | 0.25 | 1258 | i | 4.8 | 1024
[7] COCCN(Cc1cc2cc3c(cc2nc1Cl)OCO3)C(=O)c1cccc(C)c1
  2% | 1.5 | -0.1 | 2 | -2.6 | . | . | . | . | . | 2% | 19% | -0.58 | 722 | i | 0.2 | 1278
[8] C=C(C)CN1CCN(c2ccc(N3C(=O)CCCC3=O)cc2[N+](=O)[O-])CC1
  -24% | -0.38 | -0.24 | -0.15 | 0.49 | 2.0 | 2.4 | 7.5 | i | 1 | 10% | 6% | . | . | . | -0.8 | 1114
[9] O=C(Nc1ccc(N2CCOCC2)cc1)C1CC(=O)N(c2ccc(Cl)cc2)C1 (stereo not given)
  -52% | 0.16 | -0.29 | 0.4 | 0.12 | 2.0 | 2.4 | 6.5 | i | 15 | -15% | -2% | -0.04 | 1211 | i | -0.3 | 1052
[10] COCCn1c(SCc2cc(C(C)=O)ccc2OC)nc2cc(Cl)ccc2c1=O
  17% | 0.25 | 0.038 | 1.4 | -1.1 | 3.0 | 2.5 | 7.7 | i | -1 | 20% | 11% | . | . | i | -0.7 | 985
[11] C=CCNC(=O)c1ccc(-c2nc(-c3ccccc3)cs2)cc1
  -4% | -0.42 | -0.2 | -0.03 | 0.34 | 1.0 | 1.5 | 12 | i | 0 | -37% | -2% | 0.64 | 2041 | i | 1.0 | 1055
[12] O=C(NCc1ccc2c(c1)OCO2)C1CCC(=O)N1C1CCCC1 (stereo not given)
  -19% | -0.81 | -0.23 | -0.43 | 0.81 | 0.8 | 0.8 | 2.6 | i | 14 | 3% | 3% | 0.45 | 1186 | i | -0.7 | 1133
[13] O=C(O)C1C2CCC(C2)C1C(=O)NCc1ccccn1 (stereo not given)
  0% | -0.2 | 0.16 | 0.26 | -0.0029 | 3.5 | 3.1 | 11 | i | -13 | 8% | 17% | . | . | i | . | .
[14] COC(=O)c1cc(OC)c(OC)cc1NC(=S)N1CCCC1
  8% | -0.25 | -0.33 | 0.32 | 0.53 | 3.2 | 1.5 | 12 | i | 19 | -7% | -2% | -0.41 | 1649 | i | 2.5 | 938
[15] COc1cc(/C=N/OCC(=O)Nc2cc(C)on2)ccc1OCc1ccccc1
  -50% | 1.6 | -0.21 | 0.41 | -1.2 | 5.2 | 2.8 | 2.8 | i | 14 | -29% | 5% | -0.58 | 1241 | i | -0.4 | 549
[16] Cc1ccc2c(c1)C=CC(C)(C)S2=O (stereo not given)
  -5% | 0.35 | -0.16 | 0.27 | 0.28 | 6.2 | 2.1 | 3.2 | i | 19 | 13% | -3% | 0.2 | 1316 | i | 0.9 | 465
[17] Cn1c(CN2CCCC2)nc2cc(NC(=O)C3CCCCC3)ccc21
  -20% | -0.00086 | 0.049 | 0.2 | -0.41 | 1.1 | 1.6 | 2.2 | i | -6 | 6% | 0% | -0.28 | 1519 | i | -2.4 | 1303
[18] NCCCC[C@H]1CNC(=O)C(=O)N1CCc1cc(C(F)(F)F)cc(C(F)(F)F)c1
  -7% | -0.54 | -0.83 | -0.21 | 0.48 | . | . | . | . | . | 1% | -2% | 0.59 | 1044 | i | 3.0 | 1407
[19] O=C(CSc1cccc[n+]1[O-])Nc1ccc2c(c1)OCCO2
  -21% | -0.84 | -0.28 | -0.18 | 0.81 | 8.5 | 1.9 | 7.6 | i | 2 | 4% | -1% | -0.47 | 1246 | i | -1.8 | 1089
[20] Cc1cccc(Oc2ncnc(N)c2[N+](=O)[O-])c1C
  -1% | -0.83 | -0.31 | -0.64 | 0.74 | 4.6 | 2.2 | 4.7 | i | -13 | 1% | 9% | -0.09 | 1528 | . | -1.6 | 1154
[21] c1ccc(Cn2nnnc2CN2CCN(c3ncccn3)CC2)cc1
  -3% | -1.2 | 0.034 | -0.72 | 0.25 | 2.6 | 0.2 | 28 | i | -5 | 11% | 1% | 0.31 | 1311 | i | 1.9 | 849
[22] Cc1ccc(NC(=O)c2cc(-c3cccs3)on2)cc1C
  -38% | 0.4 | -0.18 | 1.1 | -1.5 | 0.9 | 1.6 | 3.4 | i | 3 | -44% | 4% | 1.4 | 1159 | i | -1.9 | 1145
[23] O=C(NCc1ccc2c(c1)OCO2)c1cccnc1Cl
  -28% | -0.21 | -0.14 | 0.17 | 0.17 | 4.0 | 2.3 | 5.3 | i | 3 | 1% | -1% | -0.43 | 1274 | i | -0.3 | 1152
[24] Cc1ccccc1NC(=S)N(Cc1cccs1)C1CCCC1
  -28% | -2.4 | -0.075 | -0.69 | 1.3 | 2.9 | 3.8 | 7.7 | i | 14 | 1% | 0% | 0.9 | 1232 | i | -4.4 | 1107
[25] O=C(O)c1ccc2nc(-c3ccco3)c(-c3ccco3)nc2c1
  -7% | 0.15 | -0.27 | 0.36 | -0.66 | 4.2 | 2.1 | 4.2 | i | -4 | 9% | 13% | 1 | 1485 | i | 0.4 | 1530
[26] S=C(NCCc1ccccc1)N1CCN(Cc2ccccc2)CC1
  -20% | 0.47 | -0.12 | 0.18 | -0.45 | 3.2 | 3.8 | 8.7 | i | -20 | -28% | -11% | -0.14 | 1300 | i | 0.1 | 889
[27] O=C(O)c1ccc(N2Cc3ccccc3C2)cc1O
  6% | -0.54 | 0.66 | 0.11 | 0.56 | 1.7 | 1.0 | 8.7 | i | 8 | 5% | -6% | 0.63 | 888 | i | -4.7 | 1041
[28] O=C(NCC(=O)N(Cc1cccs1)C(C(=O)NC1CCCC1)c1cccnc1)c1ccco1 (stereo not given)
  -14% | 0.31 | -0.24 | 0.17 | 1.5 | 4.0 | 1.9 | 3.8 | i | 5 | 1% | -1% | . | . | i | . | .
[29] CCC(=O)Nc1nnc(CSCc2ccc(F)cc2)s1
  -9% | 0.59 | -0.29 | 0.019 | 0.47 | 1.9 | 1.9 | 11 | i | 1 | 6% | 4% | -1.1 | 936 | i | . | .
[30] COc1cc(C(=O)NCc2cn3ccsc3n2)cc(OC)c1OC
  . | 0.27 | -0.25 | -0.14 | 1.1 | 5.0 | 1.8 | 4.8 | i | 0 | . | . | . | . | i | . | .
[31] CC(C)CN(CC(C)C)S(=O)(=O)N1CCC(C(=O)N2CCc3ccccc3C2)CC1
  -32% | -0.78 | 0.19 | 0.43 | -0.77 | 2.8 | 1.8 | 4.8 | i | 17 | 20% | -1% | -0.58 | 1271 | i | -2.0 | 643
[32] CC(C)C[C@H](NC(=O)C1(c2ccccc2)CCN(C(=O)[C@H]2CSCN2C(=O)OC(C)(C)C)CC1)C(=O)O
  -30% | 0.25 | 0.00091 | 0.79 | 0.1 | 2.0 | 0.8 | 4.6 | i | -5 | 5% | 3% | 1.4 | 1266 | i | -1.4 | 540

One compound at a time, as listed above. Screens in order: NOD1 inhibition | Dynein cargo inh | Dynein cargo inh cytoplasmic EGFP | Dynein cargo inh nuclear GR-EGFP | Dynein cargo inh cell count | MT stabilizer | MT stabilizer Hoechst-high % | MT stabilizer cytotoxicity % | Autophagy HCS | Autophagy HCS cell loss 18 h | HEK293 NOD2/NF-kB | M17LAP inhibition | Ins promoter up | Ins promoter up cell count | Yfh1-off respiration | b-catenin transl | b-catenin transl cell count 5 µM
Cc1cc(C)c(C(=O)Nc2ccc(S(=O)(=O)Nc3onc(C)c3C)cc2)c(C)c1 as listed: 6% | -0.2 | -0.22 | 0.16 | -0.06 | 1.2 | 3.3 | 6.1 | . | . | 12% | -11% | -1.2 | 1959 | i | 2.8 | 1042
Cc1cccc(Oc2ncnc(N)c2[N+](=O)[O-])c1C as listed: -1% | -0.83 | -0.31 | -0.64 | 0.74 | 4.6 | 2.2 | 4.7 | i | -13 | 1% | 9% | -0.09 | 1528 | . | -1.6 | 1154

Source: PubChem

This is a subset, so the mix of outcomes need not match the whole.
